Screening data deposited in PubChem BioAssay by National Center for Advancing Translational Sciences (NCATS).
D2 agonist: HTS Assay for Allosteric Agonists of the Human D2 Dopamine Receptor: Primary Screen for Agonists; D(2) dopamine receptor (Homo sapiens), P14416; HEK293 T-REx D2 cells, calcium flux agonist mode; activation, % at 2 µM; actives 0.53% (n = 340,000);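 active means activation over 3 SD above normal in the single-dose calcium agonist read, cut at about 30% in these data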; further: 0% is about no effect
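Tetracycline-induced HEK293 Trex cells with D2 receptor force-coupled to calcium signaling, plated overnight at 30 C and loaded with no-wash calcium dye. Calcium flux read kinetically for 180 s after compound addition; responses flag agonists.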
D1 agonist: Allosteric Agonists of the Human D1 Dopamine Receptor: qHTS; D(1A) dopamine receptor (Homo sapiens), P21728; HEK293 T-REx D1 cells, calcium flux, agonist mode; activation, % at 2 µM; actives 1% (n = 360,000); AID 504660, 2011; further: 0% is about no effect
Target sequence (P21728 whole entry, looked up): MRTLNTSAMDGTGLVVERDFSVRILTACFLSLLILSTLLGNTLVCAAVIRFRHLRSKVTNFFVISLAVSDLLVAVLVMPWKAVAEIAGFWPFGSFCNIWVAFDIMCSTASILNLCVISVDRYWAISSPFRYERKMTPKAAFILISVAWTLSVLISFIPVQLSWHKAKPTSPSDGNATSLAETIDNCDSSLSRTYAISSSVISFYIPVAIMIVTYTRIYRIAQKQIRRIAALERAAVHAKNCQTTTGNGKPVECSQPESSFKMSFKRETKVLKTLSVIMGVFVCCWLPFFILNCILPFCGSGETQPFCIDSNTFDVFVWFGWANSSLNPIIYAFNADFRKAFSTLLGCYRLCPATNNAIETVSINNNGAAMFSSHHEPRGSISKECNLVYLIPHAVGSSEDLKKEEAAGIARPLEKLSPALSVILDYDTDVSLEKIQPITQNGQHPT
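Inducible HEK293 T-REx D1 cells, force-coupled to calcium signalling, were plated at 4000 cells/well with tetracycline and held overnight at 30 C. After no-wash calcium dye loading, compound-evoked calcium rise over 180 s flagged agonists.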
D1 antagonist: Antagonist of Human D 1 Dopamine Receptor: qHTS; D(1A) dopamine receptor (Homo sapiens), P21728; HEK293 TREx D1 cells, calcium flux, dopamine EC80; hits give low values; activity change, negative = inhibition, % at 10 µM; actives 3.2% (n = 360,000); AID 504652, 2011; in the data active means activity change below about -30%; further: on the % scale 0 is the no-effect control and ±100 the full control effect
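Using tetracycline-induced force-coupled D1 Hek293 cells and a calcium dye, signals were followed for 180 s after compound, then for 180 s after EC80 dopamine, to detect inhibitors.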
D2 antag: HTS Assay for Allosteric Antagonists of the Human D2 Dopamine Receptor: Primary Screen for Antagonists | D(2) dopamine receptor (Homo sapiens), P14416 | HEK293 TREx D2 cells, calcium flux, dopamine EC80 | inhibition, % at 10 µM | actives 2% (n = 340,000); in the data active means inhibition above about 30%; further: 0% is about no effect
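Tetracycline-induced HEK293 TREx cells expressing D2 receptor forced-coupled to calcium signalling, loaded with no-wash calcium dye. Compounds added and calcium flux read 180 s, then dopamine added at EC80 and read a further 180 s.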
TRHR enhancer: qHTS for Small Molecule Agonists and Allosteric Enhancers of Human TRH Receptor: Primary Screen for Enhancers; TRHR cells, fluo-8 calcium fluorescence, EC20 TRH enhancement; enhancement, % at 2 µM; Thyrotropin-releasing hormone receptor (Homo sapiens), P34981; actives 0.66% (n = 360,000); in the data active means enhancement above about 30%; further: 0% is about no effect
Target sequence (P34981 whole entry, looked up): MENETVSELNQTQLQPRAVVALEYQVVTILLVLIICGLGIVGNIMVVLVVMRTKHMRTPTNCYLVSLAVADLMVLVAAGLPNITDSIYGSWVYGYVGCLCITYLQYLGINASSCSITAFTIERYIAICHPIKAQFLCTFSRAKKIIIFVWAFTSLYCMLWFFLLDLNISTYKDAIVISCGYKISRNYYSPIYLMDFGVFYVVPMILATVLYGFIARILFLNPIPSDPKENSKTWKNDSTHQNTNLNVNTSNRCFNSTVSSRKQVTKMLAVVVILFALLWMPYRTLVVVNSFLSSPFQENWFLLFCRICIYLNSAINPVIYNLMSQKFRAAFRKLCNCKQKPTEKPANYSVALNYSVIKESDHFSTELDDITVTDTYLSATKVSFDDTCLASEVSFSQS
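TRHR-expressing cells loaded with fluo-8 calcium dye were read kinetically (ex 480/em 530) during compound addition, then stimulated with an EC20 of TRH (10 nM final). Enhancement of the Gq-mediated intracellular calcium response was scored.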
RXFP1 antagonist: qHTS Assay for Antagonists of the Relaxin Receptor RXFP1. Relaxin receptor 1 (Homo sapiens), Q9HBX9. activity change, negative = inhibition, % at 57.5 µM. AID 1259400, 2018. actives 0.59% (n = 350,000). HEK293-RXFP1, relaxin-stimulated cAMP HTRF, 30 min; hits give low values;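 active means activity change of -60% or lower, but not beyond a set lower limit; inconclusive means change between -60% and -40%, or beyond the set limit; inactive means change above -40%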; further: on the % scale 0 is the no-effect control and ±100 the full control effect
D2 PAM: HTS Assay for Positive Allosteric Modulators of the Human D2 Dopamine Receptor: Primary Screen for Potentiators. AID 485347, 2010. HEK293 T-REx D2, calcium flux, EC20 dopamine potentiation. actives 0.34% (n = 340,000). potentiation, % at 10 µM. D(2) dopamine receptor (Homo sapiens), P14416;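 active means potentiation over 3 SD above the plate norm, cut at about 30% in these data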; further: 0% is about no effect
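Potentiation of an EC20 dopamine calcium response measured kinetically over 180 s, after a preceding 180 s compound-only read flagging agonists. Cells: inducible Hek293 Trex D2 line, 4000/well, cultured overnight at 30 C before dye loading.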
TRHR agonist: qHTS for Small Molecule Agonists and Allosteric Enhancers of Human TRH Receptor: Primary Screen for Agonists | activation, % at 2 µM | TRHR cells, calcium flux fluo-8, FDSS agonist mode | AID 493084, 2011 | actives 0.18% (n = 360,000); further: 0% is about no effect
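In this calcium-flux screen, cells bearing human TRHR are dye-loaded with fluo-8, baselined for 10 cycles, then exposed to library compounds; positive kinetic calcium responses during the agonist phase mark hits, with TRH as control.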
D1 PAM: Potentiators of Human D1 Dopamine Receptor: qHTS. HEK293 TREx D1 cells, calcium flux, dopamine EC20 potentiation. D(1A) dopamine receptor (Homo sapiens), P21728. AID 504651, 2011. potentiation, % at 10 µM. actives 0.036% (n = 360,000); in the data active means potentiation above about 30%; further: 0% is about no effect
The depositor's hits bear a star; ? = inconclusive; . = not tested or not shown. Unless noted, no stated cut-off is given here; in the data, active means activation above about 30%; inactive means the rest.

SMILES	D2 agonist	D1 agonist	D1 antagonist	D2 antag	TRHR enhancer	RXFP1 antagonist	D2 PAM	TRHR agonist	D1 PAM
CCc1noc(C)c1C(=O)Nc1nc2c(C)cc(C)cc2s1	-0.3	1	12	-8	17	-3	11	-0.3	-2
COc1ccc(-n2c(C)cc(/C=C(\C#N)C(=O)NCc3ccco3)c2C)cc1	.	9	-8	.	7	2	.	-0.8	-8
O=C(CSc1nnc(-c2ccncc2)o1)NCc1ccc(Cl)cc1	-0.6	1	14	0	1	1	-7	-0.4	2
COc1ccc(S(=O)(=O)c2c(Nc3ccc(F)cc3)sc(C(=O)c3ccc(C)cc3C)c2N)cc1	2.3	21	23	.	-8	-9	6	2.2	4
CCOC(=O)c1sc(NC(=O)CN2C(=O)NC3(CC(C)CC(C)(C)C3)C2=O)cc1C (stereo not drawn)	0.1	7	-8	-5	2	-5	24	0.6	-6
C[C@@H]1NC(=O)[C@H](CCC(N)=O)NC(=O)c2cc([N+](=O)[O-])cc(I)c2NCC[C@@H](C(N)=O)NC1=O	0.3	-3	14	4	-2	.	-4	0.4	-5
O=C(NCc1cccnc1)C1CCN(C(=O)c2ccc(Cl)cc2Cl)CC1	0.5	1	11	8	-1	-3	17	0.1	-6
Fc1ccc(NC(=S)N2CCSC2c2cccs2)cc1 (stereo not drawn)	0.0	0	12	-1	1	-12	-1	0.4	-4
COC(=O)c1cc(C(=O)NCC2CCCCC2)cc([N+](=O)[O-])c1	-0.8	4	5	-5	-3	-14	-8	-0.5	5
Cc1cccnc1NCC(O)COc1ccccc1 (stereo not drawn)	-0.4	4	-4	17	-6	0	-4	0.0	-13
CCc1nnc(NC(=O)CN2CCN(c3nc(-c4ccccc4)cs3)CC2)s1	-0.5	1	3	32*	4	-5	-1	0.1	4
CCOC(=O)C1(CCOc2ccccc2)CCN(C(=O)c2ccc(-n3cccn3)cc2)CC1	-1.1	11	-4	-7	4	-3	11	-4.0	3
Cc1c(NC(=O)Nc2ccc(F)cc2F)c(=O)n(-c2ccccc2)n1C	1.1	1	-23	-2	3	10	-5	-1.4	-7
Cc1onc(-c2ccccc2Cl)c1C(=O)OCC(=O)c1c(N)n(C)c(=O)n(C)c1=O	0.2	0	2	4	-2	7	-5	1.0	-5
CCOc1ccc(NC(=O)CN(C)C(=O)CCSc2ccc(F)cc2)cc1OCC	3.9	2	7	-8	6	-4	4	-0.1	-5
NC(=O)c1ccc(Oc2ccc3ccc(=O)oc3c2)c([N+](=O)[O-])c1	2.8	4	-2	-7	6	-8	5	-0.7	-1
COc1ccc(S(=O)(=O)N(C)CC(=O)N2CCCC2)cc1	.	0	-11	.	-2	5	-1	0.7	-3
O=C(CSc1ccccn1)N/N=C/c1cc([N+](=O)[O-])ccc1O	1.0	3	2	6	-1	9	-3	-0.6	0
COc1cc(-c2nnc(SCC(=O)N3CCCc4ccccc43)o2)cc(OC)c1OC	-0.6	1	-8	.	8	-3	11	-0.5	4
O=C(O)C1Nc2c(O)cc(Cl)c([N+](=O)[O-])c2C2C=CCC12 (stereo not drawn)	1.8	-1	-1	10	-2	-11	5	-0.7	-4
CC(C)(C)C(=O)Nc1ccc(-c2cn3cccnc3n2)cc1	0.3	2	5	5	-2	-14	6	0.3	2
C/C(=N\NC(N)=S)C1C2C3CC4C5CC(C42)C1C53 (stereo not drawn)	0.1	4	-7	3	-4	-12	-8	-0.1	-4
CC(C)n1cc(CN2CCCC(CO)(Cc3cccc(Cl)c3)C2)cn1 (stereo not drawn)	0.6	0	8	5	21	-5	3	-0.2	7
Cc1ccc(-n2c(=O)cc(N3CC(C)OC(C)C3)[nH]c2=O)cc1 (stereo not drawn)	-0.7	6	3	1	-8	3	2	-0.3	-2
O=C(NCCCN1CCCC1=O)Nc1cc(Cl)ccc1Cl	-0.8	-1	-19	-8	-3	5	-3	-0.3	2
Remaining list, next part.
SMILES	D2 agonist	D1 agonist	D1 antagonist	D2 antag	TRHR enhancer	RXFP1 antagonist	D2 PAM	TRHR agonist	D1 PAM
CCCCn1c(SCC(=O)NC(=O)NCc2ccco2)nc2cc(S(N)(=O)=O)ccc21	0.2	0	-9	-1	-4	-4	0	0.1	-7
Cc1ccc2[nH]cc(C(c3ccccc3)c3ccc(C)s3)c2c1 (stereo not drawn)	0.2	2	14	.	2	?	3	0.0	2
COc1ccc(C(=O)N2CCN(CCNC(=O)C(=O)Nc3ccc(F)cc3)CC2)cc1OC	0.6	-3	15	20	-5	-34	-4	0.0	-3
O=C1CCC(C(=O)N2CCCC2)CN1Cc1cccc(C(F)(F)F)c1 (stereo not drawn)	0.3	0	1	11	9	-14	0	0.5	-5
COc1ccccc1CNC(=O)CCCOc1cc(=O)n(C)c2ccccc12	1.2	1	-6	5	3	-6	-6	0.4	7
CCOC(=O)c1ccc(S(=O)(=O)N2CCN(C(=O)CSc3nc4ccccc4o3)CC2)cc1	0.9	3	-6	-5	-1	-2	1	0.7	10
CC(C)(C)NC(=O)Cn1nnc(-c2cccs2)n1	0.8	1	-9	9	0	-10	4	0.6	-3
O=C(Cn1ccc(NC(=O)OCc2ccccc2)nc1=O)NCc1ccccn1	0.4	1	.	0	2	.	4	0.7	2
CCC(C)(C)n1nnnc1C(C(C)C)N1CCC(C(N)=O)CC1 (stereo not drawn)	0.6	4	1	-5	-2	-3	-15	0.9	-2
Cc1ccc(SCC(=O)N2CCOCC2)cc1	1.7	-3	1	-2	-5	-1	9	-0.1	3
Cc1[nH]nc2ncc(C(=O)c3cc(Cl)cc(Cl)c3O)cc12	0.1	1	-10	2	5	3	4	-0.2	-2
CCCCOc1ccc(C(=O)N/C(=C\c2cccc([N+](=O)[O-])c2)C(=O)OC(C)C)cc1	1.3	6	3	-8	0	-2	1	2.3	-6
CC(=O)Nc1cccc(C(=O)OCC(=O)Nc2ccc(Cl)cn2)c1	0.0	5	-5	12	0	11	-3	-0.1	-1
CC[C@H](C)[C@H](NS(=O)(=O)c1ccc(C)cc1)C(=O)N1CCC(C(=O)N[C@@H](C)C(=O)O)CC1	-1.1	2	-3	-37	13	5	-8	0.9	3
CCOc1ccc(S(=O)(=O)N2CCOCC2)cc1NC(=O)CN1C(=O)NC2(CCCCC2)C1=O	0.1	1	6	-18	7	7	12	1.3	-1
CCCNC(=O)NC(=O)CSc1nnc(-c2c[nH]c3ccccc23)o1	-0.5	1	-3	-25	7	0	-3	-0.3	-4
COCc1cc(C)nc(SCC(=O)N2CCC(C)CC2)c1C#N	-2.5	6	-57*	-25	4	-16	-13	0.0	0
CC1CCN(c2cc(N3CCOCC3)c([N+](=O)[O-])cc2F)CC1	-1.4	1	-1	-13	-10	-8	2	-0.6	0
CCC(=O)N(Cc1ccco1)c1nc(-c2ccc(OC)cc2)cs1	0.8	6	-25	-17	4	-3	-6	0.8	-26
C1CCC(Nc2nnnn2C2CCCCC2)CC1	-0.2	-1	-23	-3	-3	-2	-13	-0.4	1
CCOC(=O)CSc1nc(C2CC2)cc(-c2ccc(F)cc2)c1C#N	1.4	16	-12	7	-7	-2	11	1.4	-1
Cc1cc(C)n(-c2nc3cc(Cl)ccc3nc2N2CCN(c3cccc(C)c3C)CC2)n1	-0.1	1	3	.	3	-3	9	0.3	0
O=C(c1ccc(F)cc1)c1c[nH]c(C(=O)NCCCN2CCOCC2)c1	0.3	3	9	6	-4	-12	-13	0.1	3
COCC(=O)Nc1cc(C(=O)Nc2ccccc2C)ccc1Cl	-0.3	2	-5	32*	-5	-23	0	0.1	2
O=C(Nc1cccc(Cl)c1Cl)C1CCN(c2ncccn2)CC1	-1.9	5	7	-1	-4	3	-3	-0.2	-1

Structures from the list above with a nitro group on carbon, in the order listed:
SMILES	D2 agonist	D1 agonist	D1 antagonist	D2 antag	TRHR enhancer	RXFP1 antagonist	D2 PAM	TRHR agonist	D1 PAM
C[C@@H]1NC(=O)[C@H](CCC(N)=O)NC(=O)c2cc([N+](=O)[O-])cc(I)c2NCC[C@@H](C(N)=O)NC1=O	0.3	-3	14	4	-2	.	-4	0.4	-5
COC(=O)c1cc(C(=O)NCC2CCCCC2)cc([N+](=O)[O-])c1	-0.8	4	5	-5	-3	-14	-8	-0.5	5
NC(=O)c1ccc(Oc2ccc3ccc(=O)oc3c2)c([N+](=O)[O-])c1	2.8	4	-2	-7	6	-8	5	-0.7	-1
O=C(CSc1ccccn1)N/N=C/c1cc([N+](=O)[O-])ccc1O	1.0	3	2	6	-1	9	-3	-0.6	0
O=C(O)C1Nc2c(O)cc(Cl)c([N+](=O)[O-])c2C2C=CCC12 (stereo not drawn)	1.8	-1	-1	10	-2	-11	5	-0.7	-4
CCCCOc1ccc(C(=O)N/C(=C\c2cccc([N+](=O)[O-])c2)C(=O)OC(C)C)cc1	1.3	6	3	-8	0	-2	1	2.3	-6
CC1CCN(c2cc(N3CCOCC3)c([N+](=O)[O-])cc2F)CC1	-1.4	1	-1	-13	-10	-8	2	-0.6	0
